From PubChem
Pol beta inh: DNA polymerase beta (human) inhibition; AID 485314; hit rate 1.3% among 340,000; Pol beta primer extension/strand displacement, fluorescence kinetic; P06746; Potency, µM (series often up to 114 µM), for the others: at the top dose activity change, negative = inhibition, hits mostly inhibitors; note: % is set by controls: 0 for no effect and ±100 for the full control effect
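Reaction started by 50 nM substrate onto compound-treated Pol beta (10 nM, 15 min preincubation, room temperature); plates read at 0 min and 10 min. Normalized concentration-effect data fitted by four-parameter Hill equation.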
BLM helicase inh: blocks DNA unwinding by human BLM helicase; P54132; recombinant BLM DNA unwinding, fluorescence dequenching; Potency, µM (titrated, usually from 56.1 µM), inactives show at the top dose activity change, negative = inhibition, most hits filed as inhibitors; hit rate 0.2% among 350,000; AID 2528;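 note: plate controls were vehicle for no effect and no enzyme for full effect; nearly all actives have a fitted effect of over 35% in size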
G9a inh: inhibitors of human histone lysine methyltransferase G9a. G9a H3K9 monomethylation, AlphaScreen, 2 h. Q96KQ7. hit rate 8.8% among 350,000. Potency, µM (highest dose often 102 µM), without a hit: at the highest dose activity, negative = inhibition, usual class: inhibitors. AID 504332; note: % is set by controls: 0 for no effect and ±100 for the full control effect; nearly all actives have a fitted effect of over 75% in size
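Enzyme 20 nM + cpd, 15 min RT; add b-H3K9 pep 500 nM / SAM 20 uM; 2 h RT; anti-H3K9me1 Ab 0.5 ug/mL + SA donor / anti-rabbit acceptor beads 20 ug/mL each, 10 min; AlphaScreen read.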
Pol eta inh: inhibitors of human DNA polymerase eta; Q9Y253; recombinant Pol eta, fluorescent DNA replication assay; Potency, µM (titrated, usually from 114 µM), without a hit: at the highest dose activity change, negative = inhibition, actives largely listed as inhibitors; hit rate 1.2% among 390,000; AID 588591; note: % is set by controls: 0 for no effect and ±100 for the full control effect
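Pol eta at 10 nM preincubated with compounds 15 min at room temperature; reaction started with fluorescent substrate (50 nM final) and read kinetically at 0 and 10 min.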
Pol iota inh: blocks human DNA polymerase iota activity; Q9UNA4; hit rate 1% among 390,000; Potency, µM (highest dose often 115 µM), without a hit: at the top dose activity, negative = inhibition, actives largely listed as inhibitors; Pol iota fluorescent replication assay, 10 min
Target sequence (Q9UNA4 whole entry, looked up): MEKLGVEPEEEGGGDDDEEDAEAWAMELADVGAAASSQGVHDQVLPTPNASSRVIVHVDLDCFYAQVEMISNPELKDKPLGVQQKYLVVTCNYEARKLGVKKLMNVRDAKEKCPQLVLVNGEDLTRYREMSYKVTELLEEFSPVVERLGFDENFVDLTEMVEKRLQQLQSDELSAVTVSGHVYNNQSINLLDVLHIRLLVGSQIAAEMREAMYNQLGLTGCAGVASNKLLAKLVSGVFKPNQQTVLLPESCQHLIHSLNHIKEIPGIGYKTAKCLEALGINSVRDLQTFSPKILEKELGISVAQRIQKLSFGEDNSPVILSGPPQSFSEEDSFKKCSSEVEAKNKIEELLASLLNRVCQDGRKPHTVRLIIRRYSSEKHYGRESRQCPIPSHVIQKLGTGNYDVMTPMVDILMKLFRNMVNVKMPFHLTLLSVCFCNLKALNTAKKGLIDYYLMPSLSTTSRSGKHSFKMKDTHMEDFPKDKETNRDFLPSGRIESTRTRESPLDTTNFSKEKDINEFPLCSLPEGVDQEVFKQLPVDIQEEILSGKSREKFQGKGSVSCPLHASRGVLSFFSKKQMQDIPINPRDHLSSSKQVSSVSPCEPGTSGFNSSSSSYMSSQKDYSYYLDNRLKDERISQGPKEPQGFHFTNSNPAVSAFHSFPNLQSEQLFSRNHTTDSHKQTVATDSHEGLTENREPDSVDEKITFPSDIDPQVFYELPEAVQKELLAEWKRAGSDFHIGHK
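Fluorescent replication assay read twice, at 0 min and 10 min after adding 50 nM (final) substrate. Enzyme (10 nM) and compounds were first incubated 15 min at room temperature; enzyme-free buffer wells were negative controls.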
BAZ2B block: blocks human BAZ2B. Potency, µM (titrated, usually from 114 µM), for inactives: top-dose activity change, negative = inhibition, actives largely listed as inhibitors. AID 504333. Q9UIF8. hit rate 4.4% among 360,000. AlphaScreen BAZ2B-H3K14Ac peptide displacement; note: % is set by controls: 0 for no effect and ±100 for the full control effect; nearly all actives have a fitted effect of over 60% in size
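BAZ2B 50 nM plus b-H3(5-23)K14Ac 50 nM, PBS pH 7.4/0.01% Tween-20, 30 min RT; compound added (max 110 uM), 30 min RT; streptavidin donor/Ni-chelate acceptor beads 10 ug/mL final, 20 min dark; AlphaScreen read.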
Pol kappa inh: inhibitors of human DNA polymerase kappa; Q9UBT6; purified Pol kappa, fluorescent DNA synthesis assay, 10 min; Potency, µM (doses to about 107 µM), for inactives: at the top dose activity, negative = inhibition, hits mostly inhibitors; hit rate 0.53% among 400,000; AID 588579; note: % is set by controls: 0 for no effect and ±100 for the full control effect
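Inhibition of 10 nM Pol kappa is measured by a fluorescent read-out at 0 and 10 min following addition of 50 nM substrate (final), with a 15-min room-temperature compound preincubation.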
APE1 inh: blocks human APE1 abasic DNA cleavage; P27695; recombinant APE1, TAMRA/BHQ-2 abasic DNA cleavage fluorescence; Potency, µM (titrated, usually from 65.8 µM), without a hit: top-dose activity change, negative = inhibition, usual class: inhibitors; hit rate 0.35% among 350,000; AID 2517;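 note: plate controls were vehicle for no effect and reference inhibitor for full effect; nearly all actives have a fitted effect of over 55% in size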
Target sequence (P27695 whole entry, looked up): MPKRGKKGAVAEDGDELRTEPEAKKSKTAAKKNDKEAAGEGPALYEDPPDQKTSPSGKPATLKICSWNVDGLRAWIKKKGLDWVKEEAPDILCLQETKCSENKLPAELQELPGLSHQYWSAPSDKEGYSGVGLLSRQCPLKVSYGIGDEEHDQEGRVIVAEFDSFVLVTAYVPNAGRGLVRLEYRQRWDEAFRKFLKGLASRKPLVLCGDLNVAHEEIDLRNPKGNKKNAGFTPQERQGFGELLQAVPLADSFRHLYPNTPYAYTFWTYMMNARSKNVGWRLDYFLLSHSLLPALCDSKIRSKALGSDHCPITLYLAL
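Readout is kinetic fluorescence (ex 525, em 598 nm) from cleavage of 50 nM TAMRA/BHQ-2 THF abasic duplex by 0.75 nM APE1, compound added 15 min beforehand at RT.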
JMJD2A Tudor inh: JMJD2A Tudor domain (human) inhibition; O75164; AlphaScreen JMJD2A-Tudor / H3K4me3 peptide binding; Potency, µM (series often up to 114 µM), for inactives: top-dose activity change, negative = inhibition, hits mostly inhibitors; hit rate 4.4% among 390,000; AID 504339; note: % is set by controls: 0 for no effect and ±100 for the full control effect; nearly all actives have a fitted effect of over 50% in size
Numbers without * were called inactive; ? = inconclusive; · = not tested or not shown; [ ] = another dose, or the depositor's remark. Calls come from the whole dose curve; as a rule, active = well fitted curve in the direction sought with a large enough effect; inconclusive = small, poorly fitted or top-dose-only effect, or another doubt; inactive = no such curve, though single readings can be large; an effect the other way counts as inactive or inconclusive. Potency is the fitted concentration of half-maximal effect. Some of the compounds tested, so the mix of outcomes need not match the whole.

Under each structure – Pol beta inh, BLM helicase inh, G9a inh, Pol eta inh, Pol iota inh, BAZ2B block, Pol kappa inh, APE1 inh, JMJD2A Tudor inh
COC(=O)c1cccc(COC(=O)c2cccnc2SC)c1
    0%, -4%, 126%[activator][59 µM], -7%, 4%, 114%[activator], -18%, -3%, 212%[activator]
Cc1c(C(=O)NCc2ccc(OC(C)C)cc2)sc2ncnc(N(C)C3CCCCC3)c12
    ?, -8%, 2%[59 µM], -27%, 28%, -7%, -6%[60.1 µM], ·, -18%
CC(C)c1ccc(NC(=O)CSc2n[nH]c(=O)n2Cc2ccco2)cc1
    33%[activator], -5%, ?, -4%, 1%, ?, -16%, 1%, -28%
CC(=O)OC1c2ccccc2C(=O)N1Cc1ccccc1Cl (stereo not given)
    0%, 3%, -10%[59 µM], -12%, -15%, -6%, -17%, -1%, -8%
O=C(N1CCOCC1)N1CCN(S(=O)(=O)c2cccc([N+](=O)[O-])c2)CC1
    7%, 0%, -17%, 1%, 21%, -9%[57.1 µM], -1%, -22%, -16%
CC1CCC(NC(=O)CN(C)CC(=O)Nc2ccc(F)cc2)CC1 (stereo not given)
    ·, ·, -43%[59 µM], -20%, 20%, 11%, 2%, 3%, -5%
COc1ccc(C(=O)OC(C)CN2CCN(C)CC2)cc1 (stereo not given)
    18%, -4%, ?, 4%, 92%[activator], -9%, -7%, 18%, 3%
COCCCNC(=O)c1cc(C)nc2ccc(F)cc12
    -13%, -4%, -1%[12.7 µM], 3%, -3%[58.9 µM], 42%[activator], 4%, 3%, -7%
CN1C(=O)CC(N2CCN(CCN=CC3=C(O)CC(C)(C)CC3=O)CC2)C1=O (stereo not given)
    35%, -4%, -6%, -13%, 1%, 7%, -13%, 16%, 11%[11.4 µM]
COc1ccccc1NC(=O)Nc1cc(C(C)C)ccc1C
    25%, -1%, -6%[12.7 µM], -18%, 45%[activator], -1%, 1%, -3%, -4%
COc1cc(OC)cc(C(=O)Nc2ccc(C(=O)Nc3ccccc3OC)cc2)c1
    ·, ·, ·, -4%, -9%, ·, 0%, -7%, -10%
CCOCC(=O)Nc1cccc(Br)c1
    12%, -5%, 21%[12.7 µM], -13%, 1%, 11%, 1%, 8%, 2%
CCc1cccc(CN2CCC(CNC(=O)Nc3ccc(Cl)cc3)CC2)c1
    -20%, 6%, -13%, -18%, 37%[activator], 50µM*, -11%, -6%, -19%
CCOC(=O)Nc1ccc2c(C)cc(=O)oc2c1
    16%, -4%, ?, -6%, -29%, -6%, -10%, 0%, -5%
O=C(Cc1ccccc1)NCCN1CCCC1
    2%, -4%, 4%[12.7 µM], -10%, 26%, -10%, -13%, 1%, -10%
CNS(=O)(=O)c1cccc(C(=O)NCC(c2cccs2)N(C)C)c1 (stereo not given)
    27%, 0%, -2%[59 µM], -11%, 28%, 2%, -16%, -1%, -24%
C=CCn1c(CNC(=O)CCC)nc2ccccc21
    ·, ·, ·, -13%, 0%, ·, 19%, ·, -5%
CC1=NN(C(C#N)c2ccccc2C)C(C)(C)C1 (stereo not given)
    3%, 1%, 1%, -4%, 19%, -14%, 1%, 1%, 1%
Cc1cc(NC(=O)CN(C)CC(=O)Nc2ccc(F)c(F)c2F)no1
    ·, ·, ?, -17%, 27%, 7%, -4%, 0%, -18%
CSCC[C@H](NC(=O)c1ccco1)c1nnc2ccccn12
    4%, 0%, 19%, -18%, 28%, -12%[57.1 µM], 1%, 28%, -12%
CCCCn1nnnc1NCc1ccc(OC)c(OC)c1OC
    11%, 3%, 25%, -4%, 7%, 6%, 1%, -5%, -10%
COc1ccc(/C=C/C(O)=C2/C(=O)NC3(C)CC2c2ccccc2O3)c(OC)c1OC (stereo not given)
    -30%, -9%, 6%[59 µM], -1%, 13%, -13%, 4%, -1%, -18%
CCC(C(=O)NCC1CCCO1)N(Cc1ccccc1)C(=O)CNS(=O)(=O)c1ccccc1 (stereo not given)
    20%, -3%, -2%, -25%, 117%[activator], 1%, -11%, 17%, -18%
Cc1ccc2[nH]cc(CCNC(=O)C3CCCO3)c2c1 (stereo not given)
    48%, 0%, 11%, -12%, -21%, ?, -17%, 8%, -21%
COc1ccc(C(=O)N2CCN=C2SCc2cccnc2)cc1OC
    1%, 1%, -23%, -23%, 27%, -5%, 5%, 1%, -11%
Cc1ccc(N=C2NC(=O)CS2)c(C)c1
    20%, 0%, -1%[59 µM], -14%, 10%, -2%, -2%, 1%, 5%
CCn1nc(C)c2c(-c3ccccc3)cc(=O)n(C(C)C(=O)Nc3ccc(OC)c(OC)c3)c21 (stereo not given)
    -6%, -8%, 10%[59 µM], -9%, 3%, -21%, -15%, ·, -19%
Cc1ccc(NS(=O)(=O)c2c(C)[nH]c(C)c2C(=O)N2CCCC2)cc1
    -2%, -1%, 2%, -16%, 24%, -10%, 2%, 30%, -16%
O=C(Nc1cccc2cccnc12)c1ccccc1Cl
    ·, ·, ·, -12%, 43%[activator], ·, -1%, ·, 46%[activator]
Cn1c(=O)c2c(nc(N/N=C/c3ccc(OC(=O)c4ccco4)cc3)n2Cc2ccccc2)n(C)c1=O
    2%, -15%, -15%, -15%, 13%, -11%, 10%, -1%, -17%
CCOC(=O)C(NC(=O)Nc1ccc(F)cc1F)(Oc1ccc(F)cc1)C(F)(F)F (stereo not given)
    25%, -1%, 12%[59 µM], -18%, 172%[activator], 10%, 0%, 2%, -6%
CC(=O)c1ccc(NC(=O)C2CCCN(S(=O)(=O)c3ccc(-n4cnnn4)cc3)C2)cc1 (stereo not given)
    0%, 0%, 19%[59 µM], -13%, ?, 3%, -15%, 28%[12.4 µM], -8%
COc1ccc(O[C@H]2C=C[C@@H](c3ccccc3)O[C@@H]2COC(=O)CC/C(C)=N/OC[C@@H](O)[C@H]2O[C@@H]3OC(C)(C)O[C@@H]3[C@H]2O)cc1
    13%, -8%, 79µM*, ·, ·, ?, ·, -5%, ·
CCOC(=O)C1CCNC(=O)C1=O (stereo not given)
    ·, ·, ·, ?, 31%[activator], ·, -12%, ·, -19%
COCCNC(=O)CSc1nc(-c2ccc(C)cc2)[nH]c1-c1ccc(OC)cc1
    -11%, -2%, -20%[59 µM], -12%, 8%, ?, 2%, ·, -28%
C#CC(C)(CC)NC(=O)Cn1nnc(-c2ccc(OCc3ccccc3Cl)cc2)n1 (stereo not given)
    0%, -4%, 3%[59 µM], ?, ?, -20%, -6%, ·, -4%
CCOC(=O)c1nn(-c2cccc(C)c2)c2nc(-c3ccccc3)c(C#N)c(=O)n12
    -23%, 0%, 3%[12.7 µM], -1%, 8%, 0%, -4%, -5%, -11%
CC1CCc2c(sc3nc(SCC(=O)O)n(-c4ccccc4)c(=O)c23)C1 (stereo not given)
    6%, -6%, ·, -34%, -18%, -7%, ?, ?, -7%[11.4 µM]
COc1ccc(-c2nnc(-c3ccc(N)cc3)o2)cc1
    4%, -5%, -9%[59 µM], -19%, 20%, -1%, -8%, 11%, -18%
Cc1cc(NC(=O)c2cc(-c3ccccc3Cl)nc3ccccc23)no1
    5%, -6%, ?, -6%, 97%[activator], -8%, -26%, -19%, -26%

Of the compounds above, these have two or more sulfur atoms.
Under each structure – Pol beta inh, BLM helicase inh, G9a inh, Pol eta inh, Pol iota inh, BAZ2B block, Pol kappa inh, APE1 inh, JMJD2A Tudor inh
CNS(=O)(=O)c1cccc(C(=O)NCC(c2cccs2)N(C)C)c1 (stereo not given)
    27%, 0%, -2%[59 µM], -11%, 28%, 2%, -16%, -1%, -24%
CC1CCc2c(sc3nc(SCC(=O)O)n(-c4ccccc4)c(=O)c23)C1 (stereo not given)
    6%, -6%, ·, -34%, -18%, -7%, ?, ?, -7%[11.4 µM]

(list continues)
Under each structure – Pol beta inh, BLM helicase inh, G9a inh, Pol eta inh, Pol iota inh, BAZ2B block, Pol kappa inh, APE1 inh, JMJD2A Tudor inh
CCn1nc(C)cc1-c1nnc(SCC(=O)Nc2ccccc2)n1CCCOC
    10%, 0%, ·, -7%, 60%[activator], 1%, -2%, -2%, 3%
O=C(CSc1nnc(-c2cccnc2)n1Cc1ccco1)c1ccc2ccccc2c1
    ?, -4%, 50µM*, -13%, ?, 0%, -28%, 0%, -33%
O=C(O)c1ccc2c(c1)ncn2C1CCCC1
    21%, -1%, ?, 3%, -12%, ·, 4%, 0%, 3%
O=C(C1COc2ccccc2O1)N1CCn2c(nc3ccccc32)C1 (stereo not given)
    4%, -3%, 0%, -8%, 9%, 6%, -7%, -4%, -7%
CCC(C)NC(=O)CSc1nc2ccccc2c(=O)n1-c1c(C)n(C)n(-c2ccccc2)c1=O (stereo not given)
    9%, -1%, 16%[59 µM], -22%, 151%[activator], -10%, -15%, 21%, -3%
Cc1ccc(C2c3[nH]c4ccccc4c3C[C@H]3C(=O)N(c4ccccc4C(=O)N4CCC[C@H]4C(=O)O)C(=O)N23)cc1 (stereo not given in full)
    1%, 3%, 19%[12.7 µM], -2%, -2%, -7%, -12%, 12%, -20%
O=C(c1cc(C2CC2)nn1-c1ccccc1)N1CCN(S(=O)(=O)c2ccccc2)CC1
    ·, ·, -43%, -12%, 1%, 1%, -3%, 10%, ?
CCOCCCNC(=S)N1CCC(NC(=O)c2ccco2)CC1
    -2%, -2%, ?, -17%, 15%, -4%, -4%, -3%, -10%
Cn1c(SCC(N)=O)nnc1-c1cnccn1
    9%, 0%, ·, -9%, 16%, -2%, -13%, 1%, -12%
CN(CCC1CCOCC1)C(=O)c1cc(COc2c(F)cccc2F)on1
    -1%, 0%, 91%[activator], -18%, 8%, 0%, 0%, 41%, -7%
C[C@@H]1CC(=O)[C@H]2CC(CO)=CCC[C@@H]2[C@@]1(C)CC/C(=C/CO)CO
    ·, ·, -10%[12.7 µM], 0%, 0%, -2%, -20%, 41%, -21%
CCOC(=O)Cn1c(=NC(=O)CSC(C)=O)sc2cc(F)ccc21
    ?, -3%, -8%[59 µM], -17%, 6%, -3%, 2%, -1%, 1%
Cc1cc2n(n1)CCCN2C(=O)Nc1ccccc1C(F)(F)F
    2%, 2%, -2%[59 µM], -17%, 8%, 4%[57.1 µM], -3%, ·, 8%
